From PubChem BioAssay
PGC1a acetyl inh: inhibitors of PGC1a acetylation signal, primary screen, cell-based, U2OS, AlphaScreen, inhibitor mode. inhibition, % at 15.6 µM. AlphaScreen anti-acetyl-lysine; with virally co-expressed GCN5 acetyltransferase. 0.17% of 350,000 active;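 active = every replicate shows inhibition of at least 40%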;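 note: 0% = neutral control wells and 100% = positive control wells; some results beyond the cut were filed as inactive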
LGR2 inh: inhibitors of bursicon-induced LGR2 CRE-luciferase signal, primary screen, cell-based, HEK293, CRE-luciferase reporter, bursicon stimulation; Drosophila bursicon receptor LGR2 (rickets); bursicon-stimulated, 4 h; inhibition, % at 9.99 µM; 0.35% of 380,000 active;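 active = drop in luminescence signal, shown as inhibition above about 50% in the replicate tests, limit read from the data, passing the limit was not always enough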;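 note: agonist challenge used bursicon conditioned medium at about half maximal strength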
PAX8 reporter: inhibitors of PAX8-driven TPO luciferase reporter, primary screen, RMG-I cells, single concentration | SteadyGlo, 24 h | 1.2% of 360,000 active | inhibition, % at 12.6 µM;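 active = mean replicate inhibition at least 60% with every replicate also reaching 60%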;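 note: luciferase light reporting Pax8 driven TPO promoter activity; plate controls were median of neutral control wells for no effect and mitoxantrone controls for full effect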
Cneo AK release: Cryptococcus neoformans cell lysis inducers, primary screen, AK release luminescence, single concentration | lysis activity, % at 15 µM | C. neoformans lysis, adenylate kinase release luminescence, 4 h; normalised: neutral wells 0, clomiphene wells 100 | AID 651654, 2012 | 0.2% of 360,000 active;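 active = mean lysis activity across replicates of at least 80%, whatever share of replicates individually reach that level; inactive = mean lysis activity below 80%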
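Test system: log-phase Cryptococcus neoformans yeast cells. Input: 5 × 10^6 yeast cells/mL. Medium: fresh YPD growth medium. Doses: single dose. Incubation: static 4 h at 37 °C with compound, 1 h detection. Measured by: luminescent adenylate kinase detection reagent. Read-out: signal increase indicating cell lysis. Benchmarks: Clomiphene.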
miR122 inh: miR-122 Renilla sensor signal increase in Huh7, primary screen, miR-122 inhibitor project, cell-based, single point, plate reader; Huh7 miR-122 Renilla luciferase sensor, 48 h; neutral wells = 0, positive control = 100; activation (reporter increase), % at 12.5 µM; 0.3% of 340,000 active; AID 602342, 2012;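 active = mean replicate activation score at least 90 and every replicate individually at or above 90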;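 note: higher luciferase means less miR-122 activity so hits act as miR-122 inhibitors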
EWS-Fli inh: EWS/Fli-driven NR0B1 reporter inhibitors, primary screen, A673 cells, NR0B1 luciferase, luminescence, MLPCN library; viability-normalised; inhibition, % at 12.6 µM; 0.67% of 350,000 active; AID 651661, 2012;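 active = mean inhibition of at least 50% after viability correction, with every replicate also passing that limit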;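 note: firefly luciferase signal divided by Alamar Blue viability fluorescence both relative to DMSO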
CASP6 VEID inh: human caspase-6 inhibitors, primary screen, biochemical, VEID-R110 fluorescence, single point, set 2; inhibition, % at 12.5 µM; 0.53% of 350,000 active; AID 686996, 2013; purified caspase-6, Z-VEID-R110 cleavage fluorescence;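 active = mean inhibition across replicates at least about 35%, with every replicate also reaching that limit, limit read from the data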;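 note: 0% = median of neutral control wells and 100% = no fluorescence left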
Target sequence (P55212 24-179 limits assumed): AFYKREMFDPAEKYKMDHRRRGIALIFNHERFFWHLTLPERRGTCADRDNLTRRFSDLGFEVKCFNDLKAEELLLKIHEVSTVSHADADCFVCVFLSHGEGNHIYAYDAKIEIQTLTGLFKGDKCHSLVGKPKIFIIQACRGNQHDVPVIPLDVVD
Target sequence (P55212 194-293 limits assumed): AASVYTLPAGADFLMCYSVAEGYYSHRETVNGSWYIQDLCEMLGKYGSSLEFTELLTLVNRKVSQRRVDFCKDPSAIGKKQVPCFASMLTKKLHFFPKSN
FN deposit inh: inhibitors of fibronectin matrix deposition, primary screen, AH1F cells, Alexa488-fibronectin fluorescence, plate reader. AH1F fibroblasts, overnight. inhibition, % at 12.6 µM. 0.086% of 350,000 active;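 active = mean inhibition across replicates of 30% or more, regardless of how many single replicates reach that level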;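 note: positive control wells lacked labelled fibronectin entirely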
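test system = AH1F fibroblasts assembling fluorescent fibronectin matrix | quantity = 10000 AH1F cells per well | buffer or medium = DMEM plus 2% serum, read in PBS | doses = single dose, pinned | incubation = 1 h cell attachment, overnight exposure to compound and label | detection = fluorescence at 485 nm excitation, 525 nm emission | read-out basis = inhibition from reduced deposited-fibronectin fluorescence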
An asterisk follows results filed as active; . = not tested or not shown; [ ] = dose if it differs, or a comment.

Preview (2 entries):
SMILES	PGC1a acetyl inh	LGR2 inh	PAX8 reporter	Cneo AK release	miR122 inh	EWS-Fli inh	CASP6 VEID inh	FN deposit inh
CN(C)c1nc(Nc2ccc(Cl)cc2)nc(OCC#N)n1	-7	7	.	0	16	.	-1	.
COc1ccc(Nc2nc(N(C)c3ccccc3)nc(N)c2[N+](=O)[O-])cc1	.	-1	-6	.	.	8	5	16

The whole of this part (from the top)
SMILES	PGC1a acetyl inh	LGR2 inh	PAX8 reporter	Cneo AK release	miR122 inh	EWS-Fli inh	CASP6 VEID inh	FN deposit inh
CN(C)c1nc(Nc2ccc(Cl)cc2)nc(OCC#N)n1	-7	7	.	0	16	.	-1	.
COc1ccc(Nc2nc(N(C)c3ccccc3)nc(N)c2[N+](=O)[O-])cc1	.	-1	-6	.	.	8	5	16
COc1cccc(N2CCN(c3ccc4nnc(CCC(=O)Nc5ccc(F)cc5)n4n3)CC2)c1	-4	-10	-1	7	4	-6	1	13
O=C(NCCc1cccc(F)c1)C1CCN(S(=O)(=O)c2ccccc2)CC1	4	-7	-10	2	1	6	-5	19
O=C(Nc1ccc(Cl)cc1)c1cc(-c2cccs2)on1	-4	-67	.	-2	-7	-41	3	1
CCN(CC)CCN(C(=O)c1ccccc1OC)c1nc2ccc(F)cc2s1	.	-16	-8	.	.	-10	6	6
COC(=O)CCCC1=CC2=CC(=O)C(C)(OC(=O)c3cccs3)C(=O)C2=CN1C1CC1 (stereo unspecified)	4	14	18	-1	-4	-11	14	-2
Cc1ccc(CCNC(=O)C2CCCN(S(=O)(=O)c3cnc[nH]3)C2)cc1 (stereo unspecified)	-5	-1	3	-1	-2	0	-3	9
CCCc1cc(=O)[nH]c(SCCOc2ccc(Cl)cc2)n1	-6	.	.	-2	-1	.	.	-17
COc1cc(/C=C/C(=O)N2CCN(c3n[nH]c(=O)[nH]c3=O)CC2)cc(OC)c1OC	7	0	2	2	-6	2	.	.
Cc1cc(OCCCCCn2ccnc2)cc(C)c1Cl	-13	14	-10	.	.	23	-9	-4
CC(C)(C)c1cc(CCC(=O)NN)cc(C(C)(C)C)c1O	0	8	6	.	.	2	0	-7
COc1ccc(NC(=O)N(C)C[C@H]2Oc3c(NC(=O)Nc4ccc(F)cc4)cccc3C(=O)N([C@H](C)CO)C[C@H]2C)cc1	4	-17	.	-2	10[16.7 µM]	-7	0	.
CNC(=O)C12N=CNN=C1N(C)C(=O)N2C (stereo unspecified)	19	8	-5	3	-5	-4	11	9
CNC(=S)NNC(=O)c1sccc1C	-2	7	14	3	3	.	.	0

An excerpt from above in order of their number in CASP6 VEID inh, descending.
| structure | CASP6 VEID inh |
| --- | --- |
| COC(=O)CCCC1=CC2=CC(=O)C(C)(OC(=O)c3cccs3)C(=O)C2=CN1C1CC1 (stereo unspecified) | 14 |
| O=C(Nc1ccc(Cl)cc1)c1cc(-c2cccs2)on1 | 3 |
| COc1cccc(N2CCN(c3ccc4nnc(CCC(=O)Nc5ccc(F)cc5)n4n3)CC2)c1 | 1 |
| COc1ccc(NC(=O)N(C)C[C@H]2Oc3c(NC(=O)Nc4ccc(F)cc4)cccc3C(=O)N([C@H](C)CO)C[C@H]2C)cc1 | 0 |
| CN(C)c1nc(Nc2ccc(Cl)cc2)nc(OCC#N)n1 | -1 |
| Cc1cc(OCCCCCn2ccnc2)cc(C)c1Cl | -9 |

Next structures:
SMILES	PGC1a acetyl inh	LGR2 inh	PAX8 reporter	Cneo AK release	miR122 inh	EWS-Fli inh	CASP6 VEID inh	FN deposit inh
C/C(=N\Nc1ccc([N+](=O)[O-])cc1[N+](=O)[O-])c1ccc(-n2nncc2C(C)(C)C)cc1	.	-21	27	3	3	13	2	0
O=C(COC(=O)COc1ccc2ccccc2c1)NC1CCCc2ccccc21 (stereo unspecified)	-1	3	6	6	-4	7	1	4
CC=Cc1ccc2n(c1=O)C[C@@H]1[C@@H](CO)[C@H](C(=O)N3CCCCC3)N(Cc3ccccc3)[C@H]21 (mixture of isomers)	4	12	-19	106*	41[16.7 µM]	2	-6	.
O=C(CCN1C(=O)/C(=C/c2ccc(F)cc2)SC1=S)NCCCn1ccnc1	17	10	4	-3	7	.	-5	-18
C=CCCC[C@H]1OC(=O)[C@H](C)NC(=O)[C@H](C(C)C)NC(=O)[C@@H]2CCCN2C(=O)[C@H](Cc2ccccc2)OC(=O)[C@@H](C(C)C)N(C)C(=O)[C@H](C(C)C)NC(=O)C1(C)C	.	0	4	.	.	-3	11	5
CC1(C(=O)Nc2cccc3cccnc23)CCN1Cc1cccc2c1OCO2 (stereo unspecified)	.	-8	8	-6	.	6	5	1
CCOC(=O)C1CCCCN1Cc1cn[nH]c1-c1ccc(F)cc1F (stereo unspecified)	3	5	22	.	.	8	-1	-32
CC(C)c1c(C(=O)N/N=C/c2ccc(C(F)(F)F)cc2)nnn1-c1nonc1N	17	-13	4	2	4	-15	4	24
c1ccc(N=NN2CCOCC2)cc1	11	-9	4	0	7	-5	-1	-1
COc1cc(CNC(=O)c2ccc3c(c2)S(=O)(=O)c2ccccc2C3=O)cc(OC)c1	-16	10	-31	0	-11	9	.	3
CN(CC(=O)Nc1cccc(F)c1)C(=O)CCc1nc2cc(S(=O)(=O)N3CCOCC3)ccc2n1C	.	-5	5	0	-2	13	0	-1
Cn1c(CCNS(=O)(=O)c2ccc(F)cc2)nnc1SCc1cccnc1	.	10	-1	0	.	7	-1	-5
O=S(=O)(c1cccc(COc2ccc(Cl)cc2Cl)c1)N1CCOCC1	1	-2	-24	-3	3	.	1	.
Cc1c(N/C(=N/S(=O)(=O)c2cc([N+](=O)[O-])ccc2Cl)c2ccccc2)c(=O)n(-c2ccccc2)n1C	8	11	-8	.	.	-6	2	.
CCOC(=O)C1(CCOC)CCN(C2C3CC4CC(C3)CC2C4)CC1 (stereo unspecified)	-1	14	-7	1	12	-6	.	.
O=C(CNS(=O)(=O)c1cccc2nsnc12)NC1CCCCC1	10	.	-2	.	6	.	.	-6
CC(=O)Oc1ccccc1N1C(=O)c2ccc(C(=O)O)cc2C1=O	9	.	21	3	-2	.	.	-1
N#Cc1ccc(Cl)cc1NC(=O)CNc1cccc(S(=O)(=O)N2CCCC2)c1	2	-1	10	-4	-2	17	2	-3
CCN(CC)S(=O)(=O)c1cc([N+](=O)[O-])ccc1NNC(=O)Nc1ccccc1OC	-7	.	9	5	-1	.	.	0
O=C(C[C@@H]1C[C@@H]2c3cc(NC(=O)Nc4ccc(C(F)(F)F)cc4)ccc3O[C@@H]2[C@H](CO)O1)NCc1cc(F)ccc1F	0	8	-12	9	12[16.7 µM]	-3	7	.
O=C(CCC1CCCN(C(=O)c2ccoc2)C1)NCc1ccccc1F (stereo unspecified)	3	26	3	0	-2	-33	6	-11
O=C(c1ccc(N2C(=O)CCC2=O)cc1)N1CCOCC1	6	4	.	4	2	.	.	.
CCCCNC(=O)C[C@H]1C[C@@]2(C(=O)OC)C(=C[C@H](C(C)(C)C)O[C@@H]2C)N(Cc2ccc3c(c2)OCO3)C1=O	.	16	-7	.	.	18	0	8
O=C(O)c1ccccc1NC(=S)NC(NC(=O)c1ccccc1[N+](=O)[O-])C(Cl)(Cl)Cl (stereo unspecified)	-1	.	.	-2	4	.	.	-3
CCn1c(SCC(=O)N2CCN(C(=O)c3ccco3)CC2)nnc1C(C)C	-1	3	5	.	.	-5	2	4
COc1ccc(CN(C)C[C@@H]2Oc3ccc(NC(=O)Cn4cnnn4)cc3CC(=O)N([C@@H](C)CO)C[C@H]2C)cc1	-8	3	4	-2	-5[16.7 µM]	-3	-2	.
Cn1nc(C(=O)NCC2CCCO2)c2ccccc2c1=O (stereo unspecified)	6	.	.	-3	-4	.	.	8
Cc1ccc(S(=O)(=O)Nc2ccc(-c3cn4ccc(C)cc4n3)cc2)cc1	-18	-12	-29	-2	38	-22	4	7
O=C(O)c1nc(-c2ccccc2)n(-c2cccc(C(F)(F)F)c2)n1	10	-24	-16	3	-8	-88	3	.
O=C(Cc1cccc(NC(=O)C2CCN(C(=O)C3CCCCC3)CC2)c1)Nc1cccc(C(=O)N2CCOCC2)c1	.	3	12	3	.	-1	1	0
OC[C@H]1[C@H](c2ccc(Br)cc2)[C@@H]2CN(Cc3ccccn3)CCCCN12	-6	-2	17	2	7[16.7 µM]	-5	-7	.
CC(NC(=O)CCNC(=O)N1CCn2c1nc1ccccc12)c1ccccc1 (stereo unspecified)	-16	13	-4	-2	0	-6	-3	5
COc1ccc(-n2c(CNc3ccc(C)cc3)nnc2SCC(=O)Nc2nc(-c3ccccc3)cs2)cc1	-18	.	.	0	-6	.	.	-1
COc1ccc([C@H]2CC(=O)C=C(c3ccc4ncccc4c3)C2)cc1	-13	-13	19	0	11	35	-2	1
CCC1C(=O)c2ccccc2N(C)C1=O (stereo unspecified)	.	1	11	.	.	15	-1	4
O=C(N/N=C/c1cc(Br)cs1)C(O)c1ccccc1 (stereo unspecified)	1	-1	-8	2	46	-12	-4	2
Cc1ccccc1C(=O)N1CCN(c2ncnc3c2cnn3-c2ccccc2)CC1	-5	.	6	3	1	.	.	6
COc1cccc(CC(=O)Nc2ccc3c(c2)c(=O)n(C)n3-c2ccc(C(C)(C)C)cc2)c1	.	.	19	-1	-5	-27	3	14
Cn1nc(C(=O)NNC(=O)c2ccc(Cl)cc2)ccc1=O	-3	-27	.	-1	-8	-2	-1	0
CC1(c2nnc(-c3cccc(Cl)c3)o2)CC(c2ccc(Cl)cc2)=NO1 (stereo unspecified)	.	-2	-17	4	.	-4	5	-1
CC1(C)CC(O)(CCNCc2ccc3c(c2)OCO3)CCO1 (stereo unspecified)	.	.	11	0	-6	.	.	-10
FC(F)(F)c1cc(Cl)c2nc(-c3cccc(Cl)c3)c(Cc3cccc(Cl)c3)n2c1	.	-3	15	.	.	10	4	5
CCOC(=O)c1c(C)[nH]c(=S)c(C#N)c1-c1ccc(Cl)cc1	6	21	18	0	-3	11	3	-11
CCCc1cc(=O)oc2c(C)c(OC(C)C(=O)NCC(O)c3ccccc3)ccc12 (stereo unspecified)	7	-4	17	1	-4	-3	-6	-5
COC(=O)c1ccc(NC(=S)NNC(=O)CC(C)C)cc1	11	-7	-58	-6	-3	.	.	-3
CCOc1nc(-c2ccccc2)ncc1Oc1ccccc1	-4	-17	-6	-2	2	6	1	3
CCOc1ccccc1NC(=O)NCCc1c[nH]c2ccccc12	6	-12	-1	4	7	17	0	2
CCCNC(=O)C[C@@H]1CC[C@@H]2[C@H](COC[C@H](O)CN2C(=O)Nc2ccc(Cl)c(Cl)c2)O1	-3	-15	-9	-2	4[16.7 µM]	-8	-6	-10
CCN=C1SC(CC(=O)NC(C)c2ccccc2)C(=O)N1CC (stereo unspecified)	-5	4	3	.	-3	8	1	.
COc1ccncc1-c1ccccc1C1=CC(=O)CC(C)(C)C1=O	6	12	-16	10	-7	-31	19	.
CC=Cc1ccc2n(c1=O)C[C@H]1[C@H](CO)[C@@H](C(=O)NCCc3cn(C)cn3)[C@@H]2N1C(=O)C1CCC1 (mixture of isomers)	.	5	-2	.	.	-4	.	13
O=C(O)[C@H](Cc1ccccc1)NC(=O)C(c1ccccc1)(c1ccccc1)c1ccccc1	.	21	4	-6	.	-19	1	4

Not a hit list (roughly 2.5% active in at least one column).
